Source: PubChem BioAssay (several laboratories)
VHR inh abs: blocks human VHR1 dual specificity phosphatase. P51452. recombinant VHR phosphatase, pNPP absorbance. inhibition, % at 13.3 µM. 0.52% of 290,000 active. AID 1654; in the data active = inhibition above about 50%; note: some compounds called inactive have numbers as strong as hits
MazEF act: increases E. coli MazEF RNase cleavage of RNA. AID 504720. 0.32% of 350,000 active. activation, % at 20 µM. FAM/BHQ RNA-DNA oligo cleavage fluorescence, 5 h; in the data active = activation above about 50%
Target sequence (P0AE70 whole entry, looked up): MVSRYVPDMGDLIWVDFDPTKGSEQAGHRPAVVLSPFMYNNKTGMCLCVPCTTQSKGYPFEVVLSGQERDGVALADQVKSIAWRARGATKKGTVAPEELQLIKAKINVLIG
BoNT-A LC inh2: blocks Botulinum neurotoxin A light chain protease. multiplex microsphere protease substrate cleavage, flow cytometry. inhibition, % at 10 µM. 0.17% of 360,000 active. AID 588499; note: plate controls were buffer without enzyme for full effect and enzyme alone for no effect
SARS 3CLpro inh: SARS-CoV 3CLpro protease inhibition; P0C6X7; recombinant SARS-CoV 3CLpro, quenched FRET peptide cleavage; inhibition, % at 6 µM; 0.14% of 290,000 active; in the data active = inhibition above about 12%
Rv3671c inh: inhibitors of M. tuberculosis serine protease Rv3671c; 0.048% of 320,000 active; P9WHR9; inhibition, % at 5.96 µM; in the data active = inhibition above about 38%;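 note: extracellular domain of Rv3671c used as enzyme; 0% = enzyme with DMSO and 100% = no enzyme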
CCHFV vOTU inh: CCHFV vOTU protease inhibition | Pep-AMC fluorescence | inhibition, % at 11.5 µM | 0.55% of 370,000 active | AID 651958; in the data active = inhibition above about 30%; note: 0% = vehicle wells with enzyme and 100% = no enzyme wells
BoNT F protease: BoNT F light chain protease inhibition | Multiplex microsphere protease cleavage assay, flow cytometry | inhibition, % at 10 µM | 0.22% of 360,000 active | AID 588497; in the data active = inhibition above about 35%, passing the limit was not always enough; inconclusive = no clear call, values can overlap the other calls; note: plate controls were buffer without enzyme for full effect and enzyme alone for no effect
Anthrax LF inh2: anthrax lethal factor protease inhibition; P15917; multiplex microsphere protease cleavage assay, LF; inhibition, % at 10 µM; 0.12% of 360,000 active; AID 588501; note: plate controls were buffer without enzyme for full effect and enzyme alone for no effect
Target sequence (P15917 whole entry, looked up): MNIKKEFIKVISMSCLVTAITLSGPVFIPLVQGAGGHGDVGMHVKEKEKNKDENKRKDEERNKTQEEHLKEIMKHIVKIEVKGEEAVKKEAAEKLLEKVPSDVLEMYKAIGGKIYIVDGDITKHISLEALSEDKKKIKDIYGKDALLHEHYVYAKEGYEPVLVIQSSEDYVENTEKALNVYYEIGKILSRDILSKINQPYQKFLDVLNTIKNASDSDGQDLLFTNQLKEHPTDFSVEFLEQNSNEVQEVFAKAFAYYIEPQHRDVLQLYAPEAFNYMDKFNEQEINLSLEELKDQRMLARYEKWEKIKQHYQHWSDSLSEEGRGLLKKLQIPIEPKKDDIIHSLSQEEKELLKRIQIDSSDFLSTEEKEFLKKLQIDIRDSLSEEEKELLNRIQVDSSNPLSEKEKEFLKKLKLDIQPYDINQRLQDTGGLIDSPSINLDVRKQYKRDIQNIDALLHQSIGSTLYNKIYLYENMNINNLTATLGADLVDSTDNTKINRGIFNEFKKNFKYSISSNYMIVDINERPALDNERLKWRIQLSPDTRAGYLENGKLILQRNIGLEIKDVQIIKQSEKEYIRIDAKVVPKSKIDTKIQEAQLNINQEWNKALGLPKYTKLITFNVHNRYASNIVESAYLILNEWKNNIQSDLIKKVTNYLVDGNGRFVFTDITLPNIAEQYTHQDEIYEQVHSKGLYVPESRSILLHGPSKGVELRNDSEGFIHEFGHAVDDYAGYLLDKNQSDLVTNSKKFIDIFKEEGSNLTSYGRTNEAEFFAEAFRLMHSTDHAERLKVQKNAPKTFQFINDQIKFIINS
PrPC surface inh: cell surface PrPC inhibition, primary TR-FRET screen. TR-FRET read-out. inhibition, % at 13.8 µM. 0.43% of 370,000 active. AID 720596; in the data active = inhibition above about 24%; note: 0% = median of the test wells and 100% = reference compound wells
SSB-PriA inh: blocks PriA binding to SSB C-terminal tail; AlphaScreen SSBct-PriA binding, biotinylated peptide; inhibition, % at 33 µM; 0.6% of 430,000 active; in the data active = inhibition mostly above about 37%, no sharp cut-off; inactive = mostly below about 20%;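 note: plate controls were negative control peptide for no effect and reference peptide for full effect; strong numbers were not always called active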
Starred values were filed as active, the others as inactive; i = inactive; ? = inconclusive; . = no result given; & = joins results of further samples. Cut-off read from the data, not from the text of the source, unless noted: active = inhibition above about 30%; inconclusive = no clear call, values can overlap the other calls; inactive = below that. Some of the compounds tested; count on the stated rates, not on these rows.

SMILES | VHR inh abs | MazEF act | BoNT-A LC inh2 | SARS 3CLpro inh | Rv3671c inh | CCHFV vOTU inh | BoNT F protease | Anthrax LF inh2 | PrPC surface inh | SSB-PriA inh
c1ccc(N=Nc2ccc3cccccc2-3)cc1 | . | -7 | -5.0 | . | 11 | -4 | -30 | 5 | 1 | 51*
O=C(CSc1ccc(-c2ccc(Br)cc2)nn1)NC1CCCC1 | -2 | 0 | -2.7 | -1 | -3 | 5 | -12 | -1 | 0 | 2
Fc1ccc(CNCCc2c[nH]c3ccccc23)cc1 | -1 | 11 | 0.1 | 0 | 0 | -8 | -13 | -10 | -6 | 6
COc1cc(NC(=O)C(C)C)ccc1NC(=O)c1ccco1 | 25 | -1 | -1.0 | 2 | -2 | 1 | -7 | -1 | 0 | 4
COc1ccccc1N1C(=O)CC(Sc2nc(C)cc(C)n2)C1=O (configuration not stated) | 14 | 3 | -0.3 | 1 | 0 | 9 | -1 | -2 | 3 | -15
CCOC(=O)C/C(C)=N/NC(=O)CN(c1ccc(Br)cc1)S(=O)(=O)c1ccccc1 | -2 | 1 | -0.3 | 7 | -20 | -10 | 3 | -4 | -1 | .
O=C1C(c2ccccc2)C(c2ccccc2)NC(c2ccccc2)C1c1ccccc1 (configuration not stated) | 8 | 7 | 0.5 | 0 | -5 | 4 | 10 | -2 | 4 | -6
CC(=O)Nc1cc(C(=O)N2CCc3ccccc3C2)ccc1Sc1ccc(C)cc1 | -7 | -6 | 0.4 | 2 | 3 | 12 | 2 | 2 | -3 | 1
COc1ccc(C(=O)Nc2ccccc2-c2nnn(CC(=O)NCc3ccco3)n2)cc1 | 21 | -2 | 0.0 | -2 | -3 | 12 | -1 | 0 | 4 | -14
CC1(C(=O)NCc2ccccc2Br)CCN1C(=O)CCc1ccc(Cl)cc1Cl (configuration not stated) | . | . | 0.2 | . | . | 16 | -2 | 0 | -1 | .
CCNC(=O)NC(=O)C(C)OC(=O)C1CCN(S(=O)(=O)c2ccc(C)c(C)c2)CC1 (configuration not stated) | 0 | 4 | 0.0 | 1 | 0 | -6 | 0 | 2 | -1 | -13
CC1Cc2ccccc2N1CC(=O)Nc1cc(S(=O)(=O)N2CCOCC2)ccc1Cl (configuration not stated) | . | 2 | -0.1 | . | . | -8 | 1 | -3 | 7 | .
Cc1nn(C)c(C)c1C1C(C#N)=C(N)Oc2n[nH]c(C)c21 (configuration not stated) | -2 | -3 | 1.4 | 1 | -2 | 6 | 12 | -6 | 4 | -3
Cc1nonc1NC(=O)c1oc2ccccc2c1C | 2 | -18 | -1.5 | 4 | 0 | -14 | -3 | -2 | 1 | -9
Cc1nc2cc(NC(=O)c3ccc(S(=O)(=O)N(C)c4ccccc4)cc3)ccc2o1 | 22 | 14 | 0.3 | -4 | -24 | 11 | -19 | -3 | 10 | -4
CC(=O)Nc1cccc(NC(=O)c2oc3ccccc3c2C)c1 | 4 | . | . | -2 | -6 | 11 | . | . | -4 | .
NS(=O)(=O)c1ccc(CCNC(=O)C2CCN(S(=O)(=O)c3cnc[nH]3)CC2)cc1 | -7 | 6 | -0.1 | 0 | 11 | -6 | 3 | 7 | 7 | 5
COc1ccc(-c2ccc(SCC(=O)NCc3ccco3)nn2)cc1OC | -10 | 11 | 0.9 | 3 | -2 | -10 | -2 | -2 | -4 | -5
COc1ccc(/C=N/NC(=O)C[n+]2ccccc2)c(OC)c1OC | -5 | 4 | -0.7 | -1 | 17 | -1 | -8 | 1 | -2 | .
CN1CCN(CCc2nc3cc(NC(=O)COc4ccc([N+](=O)[O-])cc4)ccc3n2C)CC1 | 9 | 2 | 1.7 | -2 | 10 | 6 | 1 | 2 | -15 | -8
Clc1ccc(C2=NN=C3COc4ccccc4N3C2)cc1 | 4 | -2 | -0.5 | 1 | -6 | 1 | -3 | -3 | -1 | -3
Cc1csc(NC(=O)CCC(=O)N(CC(=O)NC2CCCC2)Cc2ccco2)n1 | 30 | -2 | -0.4 | -3 | 0 | 10 | 0 | -1 | -5 | 3
CCOc1ccc(S(=O)(=O)NC(=O)c2ccccc2)cc1 | -3 | -8 | -1.8 | 0 | -1 | 4 | -8 | 3 | 6 | -14&0
O=C(O)COc1ccc2nsnc2c1Cl | -2 | -4 | 0.9 | 2 | -1 | -17 | -1 | 1 | -107 | 0
O=C(O)CCCNC(=O)c1cncc(Br)c1 | 32 | 0 | 0.1 | 1 | -2 | 4 | -2 | 0 | 2 | -10
O=C(CCNC(=O)N1CC(=O)Nc2ccccc21)Nc1ccc(F)c(Cl)c1 | 2 | -23 | 0.4 | -4 | -12 | 3 | 3 | -1 | 6 | -13
Cc1noc(NS(=O)(=O)c2ccc(NC(=O)CCN3C(=O)c4ccccc4C3=O)cc2)c1C | 0 | -1 | -1.2 | 0 | 4 | -11 | -2 | -13 | 3 | 4
COc1ccccc1N1CCN(C(=O)C(NS(=O)(=O)c2cccs2)c2ccccc2)CC1 (configuration not stated) | 27 | 0 | -1.7 | -2 | 0 | 4 | -1 | 0 | -9 | 11
COc1cccc(CNC(=O)CCCC(=O)NC(C)CCc2ccccc2)c1 (configuration not stated) | 9 | 7 | -8.5 | 5 | 5 | -5 | ? | -3 | 10 | -1
CCOC(=O)C1=C(C)NC2=C(C(=O)c3ccccc32)C1c1cccc2ccccc12 (configuration not stated) | 7 | 2 | 0.0 | 0 | -7 | -4 | -1 | -2 | -7 | -1
O=C(c1cccc(C(=O)N2CCc3ccccc32)n1)N1CCc2ccccc21 | -17 | 5 | -0.2 | -3 | -13 | 4 | -2 | -2 | -3 | -13
Cc1ccc(S(=O)(=O)N2CCCC2C(=O)Nc2nccs2)cc1 (configuration not stated) | -2 | -5 | 0.3 | -1 | 5 | 3 | -19 | -1 | -1 | 6
Cc1cccc(COc2ccc(S(=O)(=O)N3CCOCC3)cc2[N+](=O)[O-])c1 | . | -2 | 0.9 | . | . | -2 | -9 | 0 | 6 | -2
S=C(N/N=C/c1cccs1)NC1CC2CCC1C2 (configuration not stated) | 32 | 1 | -0.9 | 2 | -5 | 0 | -14 | -2 | 0 | i
C=CCOc1ccc(/C=C/C(=O)OCC(=O)Nc2c(C)n(C)n(-c3ccccc3)c2=O)cc1 | . | 4 | -0.4 | . | 5 | 5 | 5 | 0 | 4 | 2
CCOC(=O)c1c(=O)n(O)c2ccc(C)cc2[n+]1[O-] | 15 | -1 | -0.2 | -6 | 6 | 17 | 0 | -6 | -16 | -4
O=C(COC(=O)COc1ccc(Br)cc1)NCc1ccc2c(c1)OCO2 | . | 4 | -0.2 | . | 0 | 19 | 2 | -8 | 5 | -1
O=C(CCCc1c[nH]c2ccccc12)N1CCN(c2ccc(N3CCOCC3)nn2)CC1 | 9 | 8 | -0.9 | -2 | 2 | -15 | -7 | -6 | -11 | -7
COc1ccccc1NC(=O)Nc1nc(C(N)C2CCCCC2)cs1 (configuration not stated) | . | . | -0.2 | . | . | 19 | -15 | -7 | 9 | .
O=C(CSCC(=O)Nc1ccccc1)N/N=C/c1c(O)ccc2ccccc12 | 6 | 86* | 4.6 | 1 | 10 | -6 | -2 | 6 | -4 | .

An excerpt from above, showing only Anthrax LF inh2.
mol	Anthrax LF inh2
Clc1ccc(C2=NN=C3COc4ccccc4N3C2)cc1	-3
O=C(CCCc1c[nH]c2ccccc12)N1CCN(c2ccc(N3CCOCC3)nn2)CC1	-6

Other results
SMILES | VHR inh abs | MazEF act | BoNT-A LC inh2 | SARS 3CLpro inh | Rv3671c inh | CCHFV vOTU inh | BoNT F protease | Anthrax LF inh2 | PrPC surface inh | SSB-PriA inh
O=C(CCCn1c(SCc2cccc([N+](=O)[O-])c2)nc2ccccc2c1=O)NCC1CCCO1 (configuration not stated) | 21 | 4 | -0.5 | -2 | 1 | -3 | -10 | -8 | -11 | -9
CCN(CC(=O)NCc1ccc(Cl)cc1)C(=O)/C=C/c1ccccc1 | -3 | 0 | -2.9 | 5 | -1 | -1 | -15 | 8 | -4 | -8
C[C@H](CO)N1C[C@H](C)[C@H](CN(C)S(=O)(=O)c2ccc(F)cc2)OCc2cnnn2CCCC1=O | . | 7 | -0.5 | . | . | -5 | -2 | -2 | 0 | .
O=C(NCC1CCCN(C(=O)c2cscn2)C1)c1ccc(-c2ccccc2)cc1 (configuration not stated) | 21 | 5 | 0.1 | 1 | -1 | -4 | -3 | 1 | 0 | -8
NS(=O)(=O)c1ccc(CCNC(=O)CSc2nc3ccsc3c(=O)n2CCCCCC(=O)O)cc1 | 23 | -25 | -0.4 | 0 | 12 | 1 | -3 | -6 | 5 | -5
CC(C)c1ccc(S(=O)(=O)N2CCN(C(=O)CCNC(=O)Nc3ccccc3)CC2)cc1 | . | -1 | 0.0 | . | -5 | 10 | 9 | -2 | -13 | -9
Cc1cc(C)c(C)c(S(=O)(=O)NCC(=O)NCc2ccco2)c1C | -2 | 1 | 0.6 | -1 | -1 | 3 | 0 | 0 | -5 | 0&-3
COc1ccc(-c2cc3c(=O)n(CC(=O)NCc4ccccc4F)ncn3n2)cc1 | 17 | -84 | -0.8 | -3 | 0 | -8 | -1 | -10 | 7 | -6
CCOc1ccccc1NC(=O)Nc1ccon1 | 8 | -6 | -1.2 | 4 | 9 | 0 | -2 | -4 | -9 | -2
COCCNC(=S)N/N=C/c1ccc(OCc2ccc(C(=O)OC)cc2)cc1 | -8 | 6 | 0.2 | 3 | -7 | 7 | 1 | 0 | -2 | .
O=S(=O)(c1ccc(F)c(F)c1)N1CCCCCCC1 | . | 4 | -0.4 | . | . | -64 | 0 | 2 | 0 | .
COc1cc(OC)cc(C(=O)NNC(=O)c2ccccn2)c1 | 16 | -7 | -0.8 | 1 | -10 | 5 | -2 | -1 | 25* | -1
CCN(CC)C(=O)c1c([N+](=O)[O-])c(C(C)(C)C)nn1C | 5 | 4 | -0.4 | -1 | -6 | 8 | -11 | -2 | 2 | -1
O=C(COC(=O)c1ccccc1O)Nc1ccc2ccccc2c1 | . | -9 | 0.8 | . | -10 | -3 | 5 | -3 | 4 | -5
Cc1nc(N)sc1-c1csc(NCc2ccccc2)n1 | 24 | -3 | 3.8 | -1 | 1 | 6 | -17 | 0 | 0 | 50
CC(C)C(NS(=O)(=O)/C=C/c1ccccc1)C(=O)NCc1ccc(F)cc1 (configuration not stated) | 17 | 2 | -0.2 | 3 | 2 | -5 | -6 | 0 | 3 | -8
CC(C(=O)O)n1c2ccccc2c2cn[nH]c(=O)c21 (configuration not stated) | 28 | -9 | -0.9 | 2 | 1 | -10 | -10 | 8 | 11 | -15
N#CC1=C(N)Oc2c(sc3ccccc23)C1c1ccco1 (configuration not stated) | -14 | 23 | 21 | -2 | -8 | 4 | 12 | 16 | 1 | 2
CC1CSc2n(-c3cccc(C(F)(F)F)c3)cc(-c3ccccc3)[n+]21 (configuration not stated) | -10 | 3 | -0.3 | -2 | 4 | 11 | -5 | -6 | 5 | -4&-4
Cc1nnsc1C(=O)NNc1ccc(Cl)cc1 | 19 | 1 | -30 | 4 | -7 | 2 | ? | -20 | 8 | -12

Some of these compounds in order of formula weight, low to high:
SMILES | VHR inh abs | MazEF act | BoNT-A LC inh2 | SARS 3CLpro inh | Rv3671c inh | CCHFV vOTU inh | BoNT F protease | Anthrax LF inh2 | PrPC surface inh | SSB-PriA inh
O=S(=O)(c1ccc(F)c(F)c1)N1CCCCCCC1 | . | 4 | -0.4 | . | . | -64 | 0 | 2 | 0 | .
O=C1C(c2ccccc2)C(c2ccccc2)NC(c2ccccc2)C1c1ccccc1 (configuration not stated) | 8 | 7 | 0.5 | 0 | -5 | 4 | 10 | -2 | 4 | -6
CC(C)c1ccc(S(=O)(=O)N2CCN(C(=O)CCNC(=O)Nc3ccccc3)CC2)cc1 | . | -1 | 0.0 | . | -5 | 10 | 9 | -2 | -13 | -9
